NCI-60 one-dose screen, 48 h, at 10 µM unless noted. Numbers give growth in % (100 = growth as untreated, 0 = no growth, -100 = all killed).
NCI/ADR-RES = NCI/ADR-RES ovarian cells | 4.4% of 81,000 active | AID 1794790
IGROV1 = IGROV1 ovarian cancer | 4.7% of 79,000 active
SK-OV-3 = SK-OV-3 ovarian cancer cells; 3.2% of 80,000 active
DU-145 = DU-145 prostate cancer; 4.2% of 81,000 active; AID 1794760
OVCAR-4 = OVCAR-4 ovarian cancer cells | 3.7% of 80,000 active
OVCAR-3 = OVCAR-3 ovarian cancer; 7% of 79,000 active
OVCAR-5 = OVCAR-5 ovarian cancer; 2.9% of 82,000 active; AID 1794783
OVCAR-8 = OVCAR-8 ovarian cancer | 4.4% of 81,000 active
Active calls of the source: *; nt = no result given. How the source made its calls: active means growth percent below 10; inactive means the rest.

1: CCNC(=S)Cc1ccccc1
2: COc1ccc(C(=O)c2cc(C(=O)/C=C/c3ccc(N(C)C)cc3)c3cc(C)ccn23)cc1
3: CC(C)=NOCCC#N
4: Cc1ccc(Cc2cnc(NC(=O)CCN3C(=O)/C(=C/c4ccccc4)SC3=S)s2)cc1
5: Cc1ccsc1[C@@H]1C[C@@H]2Cc3cc(F)ccc3N1O2
6: CC(=O)Oc1ccc(C23c4ccccc4C2(OC(C)=O)c2cc(OC(C)=O)ccc23)cc1 (stereo not drawn)
Assay by compound,1,2,3,4,5,6
NCI/ADR-RES,105,89,105,103,105,39
IGROV1,106,95,119,101,100,92
SK-OV-3,101,nt,106,110,96,110
DU-145,nt,100,110,102,106,103
OVCAR-4,109,104,106,101,nt,92
OVCAR-3,112,105,119,102,108,78
OVCAR-5,93,95,102,101,92,86
OVCAR-8,102,93,102,100,106,50

7: O=C(O)CCC(=O)Nc1ccc(C(=O)O)c(O)c1
8: CCCCCCCc1n(Cc2ccc3ccccc3c2)c2ccccc2[n+]1Cc1ccc2ccccc2c1
9: O=[N+]([O-])c1cccc2cc(S(=O)(=O)O)ccc12
10: Cc1ccc(C(CCl)(c2ccccc2)c2ccccc2)cc1
11: COc1cc(-c2csc(NC(=O)Nc3ccc(F)c(Cl)c3)n2)cc(OC)c1OC
12: Cc1cc(C)c2c(N)c(-c3nc4ccc(Cl)cc4o3)sc2n1
Assay by compound,7,8,9,10,11,12
NCI/ADR-RES,110,-35*,101,99,43,106
IGROV1,111,-67*,104,94,73,97
SK-OV-3,91,-92*,95,101,92,102
DU-145,120,-95*,105,108,32,117
OVCAR-4,113,-62*,114,110,19,95
OVCAR-3,119,-87*,100,105,44,108
OVCAR-5,102,-84*,107,97,75,101
OVCAR-8,99,-70*,99,103,50,94

13: COc1ccc(/C=C2\COc3ccc(O)c(O)c3C2=O)cc1OC
14: Cc1cc2c(C(C)C)c(O)c(O)c(C=NCCS(=O)(=O)O)c2c(O)c1-c1c(C)cc2c(C(C)C)c(O)c(O)c(C=NCCS(=O)(=O)O)c2c1O
15: CC(=O)Nc1ccc(N=Nc2c(S(=O)(=O)O)cc3cc(S(=O)(=O)O)cc(NC(C)=O)c3c2O)cc1
16: Nc1nc2nc(/N=N/SCCC(=O)O)[nH]c2c(=O)[nH]1
17: O=C1c2c(c3c4cccnc4[nH]c3c3ccc4ccccc4c23)C(=O)N1O
18: COc1ccc(C2CC(c3cc(C)ccc3C)=NN2c2ccc(S(=O)(=O)NC(=O)NCc3ccccc3)cc2)cc1 (stereo not drawn)
Assay by compound,13,14,15,16,17,18
NCI/ADR-RES,2.8*,99,115,104,94,85
IGROV1,-33*,106,123,111,38,103
SK-OV-3,40,90,96,102,75,95
DU-145,6.4*,93,120,103,55,106
OVCAR-4,30,73,113,101,54,90
OVCAR-3,-17*,85,118,nt,14,85
OVCAR-5,-17*,92,104,107,110,106
OVCAR-8,8.4*,70,106,102,46,82

19: CC(=O)Nc1nc(C)c(S(=O)(=O)Cl)s1
20: Cc1cn(C2CC(O)C(CO)O2)c(=O)n(CCCc2ccccc2)c1=O (stereo not drawn)
21: COc1cccc(-c2nn(-c3ccccc3)cc2-c2ccnc(NCCCN)c2)c1
22: O=C(O)CCN1C(=O)/C(=C/c2ccc(-c3cccc([N+](=O)[O-])c3)o2)SC1=S
23: O=C1/C(=C/C=C/c2ccco2)SC(=S)N1CC(=S)C1CCS(=O)(=O)C1 (stereo not drawn)
24: CCCCCCCCn1ccc2cc(NC(=O)Cn3cc(-c4ccccc4)nn3)ccc21
Assay by compound,19,20,21,22,23,24
NCI/ADR-RES,110,115,25,105,105,103
IGROV1,108,112,54,99,112,104
SK-OV-3,108,102,71,99,107,103
DU-145,108,116,76,102,105,100
OVCAR-4,118,117,64,106,106,103
OVCAR-3,116,123,29,100,120,106
OVCAR-5,98,109,96,104,111,102
OVCAR-8,102,115,62,97,107,96

25: O=C(CSC1=Nc2c(c(-c3ccccc3)c(-c3ccccc3)n2C2CCCCC2)C2=NCCN12)c1ccccc1
26: CCCCCCCCCCCCCCNc1nc(Cl)ncc1-c1ccc(C(F)(F)F)cc1
27: CCCC(O)(c1ccccc1)C(c1ccccc1)C1CCCCN1 (stereo not drawn)
28: CCCC(CC)N(c1ccc(Cl)cc1)c1nc(-c2ccc(Br)cc2)cs1 (stereo not drawn)
29: CCCn1nc(C(=O)N2CCCCC2)c2c1CCC(Nc1ccc(Oc3ccccc3)cc1)C2 (stereo not drawn)
30: COCOc1ccc2c(=O)c(C)c(C(=O)N[C@@H](Cc3ccccc3)C(=O)C(=O)NCc3ccccc3)oc2c1
Assay by compound,25,26,27,28,29,30
NCI/ADR-RES,94,102,99,86,95,105
IGROV1,86,92,99,79,96,109
SK-OV-3,99,95,95,86,114,114
DU-145,104,110,112,93,100,113
OVCAR-4,77,105,106,78,86,97
OVCAR-3,90,102,105,82,97,118
OVCAR-5,97,103,102,95,96,105
OVCAR-8,59,108,99,88,94,97

31: CCOC(=O)/C(C#N)=C\c1ccco1
32: CS(=O)(=O)Nc1ccc([N+](=O)[O-])cc1Oc1ccccc1
33: Cc1c(C(=O)Nc2ccc(S(=O)(=O)N3CCOCC3)cc2)oc2ccccc12
34: CCOC(=O)c1c(NC(=O)c2cccc(C(F)(F)F)c2)sc2c(CN3CCN(C)CC3)c(O)ccc12
35: O=C1Nc2cc(Cl)ccc2/C1=C\c1ccc(OCc2ccc([N+](=O)[O-])cc2)cc1
36: C#CCOC(=O)C(N)CS (stereo not drawn)
Assay by compound,31,32,33,34,35,36
NCI/ADR-RES,96,97,83,-38*,73,102
IGROV1,89,106,81,-86*,64,104
SK-OV-3,106,97,82,97,98,101
DU-145,121,100,96,-86*,80,113
OVCAR-4,nt,97,81,27,44,101
OVCAR-3,nt,95,86,66,88,103
OVCAR-5,95,nt,94,-78*,93,80
OVCAR-8,102,92,93,-35*,79,110

37: CCOC(=O)C1[C@@H]2C(=O)N(c3ccc(C)cc3)C(=O)[C@@H]2[C@H](c2cn(-c3ccccc3)nc2-c2ccccc2)N1Cc1ccccc1 (stereo partly drawn)
38: CN(C(=O)/C=C/c1ccccc1)c1ccccc1
39: N#Cc1c(N)nc2c(nnn2-c2cccc(Br)c2)c1N
40: Cc1ccc2oc(=O)cc(-c3nc4ccc(N)cc4[nH]3)c2c1
41: Cc1ccc(C2CC(c3ccc(Nc4ccnc5cc(Cl)ccc45)cc3)=NN2C=O)cc1 (stereo not drawn)
42: CCOC(=O)N1CCC(CN(Cc2ccc(Cl)cc2)Cc2ccc([N+](=O)[O-])s2)C1 (stereo not drawn)
Assay by compound,37,38,39,40,41,42
NCI/ADR-RES,97,92,103,94,42,78
IGROV1,112,93,94,98,48,77
SK-OV-3,125,nt,101,94,85,91
DU-145,116,135,109,102,68,93
OVCAR-4,74,99,107,98,39,77
OVCAR-3,102,114,106,97,31,91
OVCAR-5,92,99,108,108,95,89
OVCAR-8,95,96,94,98,60,76

43: Cc1ccc(-c2csc(C3=C(O)CN(NC(=O)c4ccoc4C)C3=N)n2)cc1
44: CNNC1=NS(=O)(=O)c2cnccc2N1c1cc(C)ccc1O
45: O=C(NNc1nc2ccccc2nc1/C=C/c1ccccc1O)Nc1cccc(Cl)c1
46: COc1ccc(-c2nn(-c3ccccc3)cc2-c2c3c(nn2-c2ccc(Br)cc2)CC(C)(C)CC3=O)cc1
47: CCN1C(=O)N(CC)C2Nn3c(s/c(=C4\C(=O)N(CCc5ccccc5)c5ccccc54)c3=O)=NC21 (stereo not drawn)
48: CCOc1ccc(C(C)c2cc3c(cc2O)OCO3)cc1 (stereo not drawn)
Assay by compound,43,44,45,46,47,48
NCI/ADR-RES,106,106,89,92,100,73
IGROV1,93,85,62,98,106,82
SK-OV-3,96,114,88,105,102,84
DU-145,114,104,85,93,100,103
OVCAR-4,127,103,70,87,93,82
OVCAR-3,112,119,73,93,101,99
OVCAR-5,104,96,92,111,73,100
OVCAR-8,117,56,83,89,97,92

49: CN1CCN(c2ncnc3c2[nH]c2ccc(Cl)cc23)CC1
50: O=C(NO)c1ccc(CNC(=O)[C@H]2Cc3c([nH]c4ccccc34)[C@H](c3ccc(Cl)cc3)N2)cc1
51: C=CCOC(=O)C(O)c1ccccc1 (stereo not drawn)
52: CCOC(=O)CC/C(C)=N\Nc1ccc([N+](=O)[O-])cc1
53: COc1ccccc1CNc1c2ccccc2nc2ccccc12
54: COC1OC2COC(c3ccccc3)OC2C(OS(=O)(=O)c2ccc(C)cc2)C1OS(=O)(=O)c1ccc(C)cc1 (stereo not drawn)
Assay by compound,49,50,51,52,53,54
NCI/ADR-RES,87,42,104,80,35,99
IGROV1,97,-25*,105,71,26,110
SK-OV-3,110,-13*,113,58,61,97
DU-145,106,11,107,89,50,104
OVCAR-4,102,40,113,77,42,96
OVCAR-3,101,7.4*,106,86,54,127
OVCAR-5,94,-6.4*,110,84,50,102
OVCAR-8,98,16,102,57,32,88

55: COc1ccc(/C=C/C(=O)c2ccc(NC(=O)CSc3nnc(-c4cc(-c5ccc(OC)cc5)nc5ccccc45)n3-c3ccccc3)cc2)cc1
56: NNC(=O)[C@H]1O[C@@H](n2cnc3c(=O)[nH]cnc32)[C@H](O)[C@@H]1O
57: CCCCN=C1NN=C(c2ccc(C)c(C)c2)CS1
58: O=C(Nc1ccccc1-c1nn(CN2CCNCC2)c(=S)n(CN2CCNCC2)c1=O)C(F)(F)F
59: COc1ccc(-n2c(-c3ccccc3)c(-c3ccccc3)c3c(SCC(=O)n4[nH]c(C)cc4=O)ncnc32)cc1
60: O=C1Nc2ccc(Cl)cc2/C1=N/c1nc(-c2ccc(Cl)cc2)cs1
Assay by compound,55,56,57,58,59,60
NCI/ADR-RES,99,109,81,99,87,58
IGROV1,103,113,29,103,88,17
SK-OV-3,95,nt,102,96,70,1.8*
DU-145,110,109,100,107,99,26
OVCAR-4,114,109,nt,101,94,35
OVCAR-3,108,105,82,106,83,-14*
OVCAR-5,103,109,80,95,95,26
OVCAR-8,98,105,94,98,86,3.7*

3 entries from above, as labelled records:
(55) COc1ccc(/C=C/C(=O)c2ccc(NC(=O)CSc3nnc(-c4cc(-c5ccc(OC)cc5)nc5ccccc45)n3-c3ccccc3)cc2)cc1
  NCI/ADR-RES: 99
  IGROV1: 103
  SK-OV-3: 95
  DU-145: 110
  OVCAR-4: 114
  OVCAR-3: 108
  OVCAR-5: 103
  OVCAR-8: 98

(56) NNC(=O)[C@H]1O[C@@H](n2cnc3c(=O)[nH]cnc32)[C@H](O)[C@@H]1O
  NCI/ADR-RES: 109
  IGROV1: 113
  SK-OV-3: nt
  DU-145: 109
  OVCAR-4: 109
  OVCAR-3: 105
  OVCAR-5: 109
  OVCAR-8: 105

(57) CCCCN=C1NN=C(c2ccc(C)c(C)c2)CS1
  NCI/ADR-RES: 81
  IGROV1: 29
  SK-OV-3: 102
  DU-145: 100
  OVCAR-4: nt
  OVCAR-3: 82
  OVCAR-5: 80
  OVCAR-8: 94

(further entries)
61: c1ccc(N=NN2CCOCC2)cc1
62: O=C(Nc1ccncc1)C(=O)c1cn(S(=O)(=O)c2ccc(F)cc2)c2ccccc12
63: Nc1ccccc1C(=O)Nc1ccccc1
64: Cc1cc(C)nc(NS(=O)(=O)c2ccc(N/C(N)=N/c3nccc(-c4ccccc4)n3)cc2)n1
65: N#Cc1c(Nc2ccccc2)nn2c(-c3cccs3)ccnc12
66: Cc1ccc2nc(-c3ccc(-c4n[nH]c(=S)o4)cc3)[nH]c2c1
Assay by compound,61,62,63,64,65,66
NCI/ADR-RES,114,2.1*,102,84,103,99
IGROV1,116,27,86,39,101,90
SK-OV-3,109,91,118,53,104,101
DU-145,138,32,96,89,100,105
OVCAR-4,121,67,100,67,102,110
OVCAR-3,127,-22*,95,87,122,105
OVCAR-5,102,72,96,76,95,107
OVCAR-8,96,30,85,78,103,96

67: O=C1Nc2ccccc2C12NCCc1cccc(O)c12 (stereo not drawn)
68: C/C(=N\NC(=S)Nc1ccc(C)cc1)c1sc(Nc2cccc(Cl)c2)nc1C
69: O=C(O)COc1ccc(Cl)c(Cl)c1
70: O=C1C=C/C(=C(\c2ccc(O)c(S(=O)(=O)O)c2)c2ccccc2C(=O)O)C=C1S(=O)(=O)O
71: CNC(=O)c1ccccc1CNC(=S)Nc1cccc(C)c1
Assay by compound,67,68,69,70,71
NCI/ADR-RES,104,101,106,106,108
IGROV1,104,94,107,nt,nt
SK-OV-3,90,106,105,115,93
DU-145,106,101,126,115,114
OVCAR-4,101,105,113,106,97
OVCAR-3,105,102,123,104,101
OVCAR-5,100,96,106,102,99
OVCAR-8,105,103,105,nt,102

Bioassay records (PubChem BioAssay)
